# IDH1 R132H inh: inhibitors of IDH1 R132H reductase, primary screen, biochemical, plate reader, single point; inhibition, % at 10 µM; AID 624101, 2012; 70,000 tested, 0.18% active; diaphorase/resazurin fluorescence, 60 min; in the data active means inhibition above about 34%;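 further: 0% = DMSO and 100% = no enzyme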
# PRC2 inh: EZH2/PRC2 methyltransferase inhibitors, primary screen, biochemical, DELFIA time-resolved fluorescence, single point. inhibition, % at 12.5 µM. Histone-lysine N-methyltransferase EZH2 (Homo sapiens), Q15910. PRC2 H3K27 methylation, DELFIA TRF, 1 h. 57,000 tested, 0.35% active;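 active means mean inhibition of replicates at least 50% and every single replicate also reaching 50%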;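 further: dimethyl H3K27 on biotinylated H3 21-44 peptide detected by antibody; plate controls were median neutral control wells for no effect and median positive control wells for full effect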
# Target sequence (Q15910 whole entry, looked up): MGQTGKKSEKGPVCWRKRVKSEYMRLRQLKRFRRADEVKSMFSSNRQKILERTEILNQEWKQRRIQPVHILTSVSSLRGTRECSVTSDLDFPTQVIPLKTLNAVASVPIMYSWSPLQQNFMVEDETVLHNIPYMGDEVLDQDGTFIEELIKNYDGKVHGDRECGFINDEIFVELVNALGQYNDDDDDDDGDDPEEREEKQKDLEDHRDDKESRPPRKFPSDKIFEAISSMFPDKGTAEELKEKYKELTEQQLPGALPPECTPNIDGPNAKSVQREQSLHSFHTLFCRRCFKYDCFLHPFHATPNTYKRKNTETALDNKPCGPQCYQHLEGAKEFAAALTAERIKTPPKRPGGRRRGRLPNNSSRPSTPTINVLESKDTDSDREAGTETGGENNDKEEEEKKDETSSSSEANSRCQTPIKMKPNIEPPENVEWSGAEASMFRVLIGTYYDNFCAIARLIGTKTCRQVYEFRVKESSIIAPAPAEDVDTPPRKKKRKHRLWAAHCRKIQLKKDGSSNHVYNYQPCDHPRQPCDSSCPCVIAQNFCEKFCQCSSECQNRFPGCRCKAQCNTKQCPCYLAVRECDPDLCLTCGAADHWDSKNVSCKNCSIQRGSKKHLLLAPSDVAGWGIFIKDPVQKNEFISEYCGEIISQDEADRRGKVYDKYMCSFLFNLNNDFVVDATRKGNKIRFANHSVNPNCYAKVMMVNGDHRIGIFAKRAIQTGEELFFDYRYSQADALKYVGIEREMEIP
# Numbers without * were called inactive; . = no result given; ! = a repeat was not active. A portion of the library (hit frequency here may not be typical).
smiles	IDH1 R132H inh	PRC2 inh
Cc1c(NC(=O)CSc2nnnn2-c2ccc(O)cc2)c(=O)n(-c2ccccc2)n1C	0.5	5
C[C@@H]1CN([C@@H](C)CO)C(=O)Cc2cc(NC(=O)Nc3ccc4c(c3)OCO4)ccc2O[C@H]1CN(C)Cc1ccc(Cl)c(Cl)c1	0.3	.
O=C(CCN1C(=O)c2cccc([N+](=O)[O-])c2C1=O)Nc1ccccc1C(F)(F)F	0.4	2
Cc1cc(C)cc(NC(=O)COc2ccc3cc(-c4ccccc4)c(=O)oc3c2)c1	-0.3	.
COc1ccc(S(=O)(=O)N(C)C[C@H]2Oc3ccc(NC(=O)CCCCCC(=O)Nc4ccccc4N)cc3CC(=O)N([C@@H](C)CO)C[C@H]2C)cc1	.	-35
COc1ccc(NC(=O)Nc2cccc3c2O[C@@H](CN(C)C(=O)NC2CCCCC2)[C@@H](C)CN([C@H](C)CO)C3=O)cc1	.	-10
C[C@@H]1CN([C@H](C)CO)C(=O)c2cc(NC(=O)Nc3ccc(F)cc3)ccc2O[C@@H]1CN(C)Cc1ccccc1	-0.2	-11
C[C@H]1CN([C@@H](C)CO)C(=O)c2cc(NC(=O)C3CC3)ccc2O[C@@H]1CN(C)Cc1ccc(C(F)(F)F)cc1	-0.8	-4
C[C@@H]1CN([C@@H](C)CO)C(=O)CCCn2cc(nn2)CO[C@@H]1CN(C)S(=O)(=O)c1ccccc1	-0.9	4
O=C(O)Cc1ccc(OCCNC[C@H](O)c2ccccc2)cc1	-0.9	4
CC(C)N(C(=O)N1CCN(c2ccnc3cc(Cl)ccc23)CC1)C(C)C	0.0	3
CC(C)NC(=O)N(C)C[C@@H]1Oc2ccc(NC(=O)Cn3cnnn3)cc2CC(=O)N([C@H](C)CO)C[C@H]1C	3.4	.
C[C@@H]1CCCCO[C@H](CN(C)C(=O)c2ccccc2)[C@H](C)CN([C@@H](C)CO)C(=O)c2cc(N(C)C)ccc2O1	.	0
CO[C@H]1CN(C)C(=O)c2ccc(NS(=O)(=O)c3ccc(F)cc3)cc2OC[C@@H](C)NC[C@@H]1C	0.1	-5
C[C@@H]1CN([C@@H](C)CO)C(=O)c2cc(NC(=O)CCC(F)(F)F)ccc2O[C@H]1CN(C)Cc1ccncc1	2.6	5
CCCCC/C=C\C/C=C\CCCCCCCC(N)=O	-0.6	16
O=C(N[C@@H]1CC[C@H](CCNS(=O)(=O)c2ccc(Cl)cc2)O[C@@H]1CO)c1cccnc1	0.0	2
C[C@@H]1CN([C@@H](C)CO)C(=O)Cc2cc(NS(C)(=O)=O)ccc2O[C@H]1CN(C)C(=O)Nc1ccc2c(c1)OCO2	0.2	.
C[C@H]1CN([C@@H](C)CO)C(=O)c2cc(C#CCN(C)C)cnc2O[C@H]1CN(C)Cc1ccccc1F	0.4	.
COCC#Cc1ccc2c(c1)O[C@H](CN(C)Cc1ccccc1)[C@H](C)CN([C@H](C)CO)S2(=O)=O	0.7	9

# Some of the entries so far, with each value named:
O=C(CCN1C(=O)c2cccc([N+](=O)[O-])c2C1=O)Nc1ccccc1C(F)(F)F
- IDH1 R132H inh: 0.4
- PRC2 inh: 2

Cc1cc(C)cc(NC(=O)COc2ccc3cc(-c4ccccc4)c(=O)oc3c2)c1
- IDH1 R132H inh: -0.3
- PRC2 inh: .

# (next part)
smiles	IDH1 R132H inh	PRC2 inh
CN(C)CC(=O)Nc1ccc2c(c1)[C@@H]1C[C@H](CC(=O)NCc3ccc(-c4ccccc4)cc3)O[C@H](CO)[C@@H]1O2	-1.6	-5
C[C@@H]1CN([C@@H](C)CO)C(=O)c2cc(NC(=O)CCCN(C)C)ccc2O[C@@H](C)CCCCO[C@H]1CN(C)C(=O)CCC(F)(F)F	4.6	.
Cc1c(C(=O)N(C)C)sc(NC(=O)c2cc(-c3ccccn3)nc3ccc(Cl)cc23)c1C#N	0.3	13
CC(C)NC(=O)Nc1ccc2c(c1)C(=O)N([C@H](C)CO)C[C@H](C)[C@H](CN(C)C(=O)C1CCCCC1)OCCCC[C@@H](C)O2	0.4	-19
CO[C@H]1CN(C)C(=O)c2cc(NC(=O)Nc3ccccc3F)ccc2OC[C@H](C)N(CCC(F)(F)F)C[C@@H]1C	0.3	-17
C[C@@H]1CN([C@@H](C)CO)C(=O)Cc2cc(NC(=O)Nc3ccccc3)ccc2O[C@H]1CN(C)Cc1ccc(-c2ccccc2)cc1	-5.6	.
C[C@H]1CN([C@@H](C)CO)C(=O)c2cccc(N(C)C)c2O[C@@H]1CN(C)Cc1ccncc1	3.6	8
C[C@@H]1CN([C@H](C)CO)C(=O)c2cc(NS(=O)(=O)c3cccs3)ccc2O[C@@H]1CN(C)S(=O)(=O)c1ccccc1	-0.2	.
C[C@@H]1CN([C@@H](C)CO)C(=O)c2cc(NC(=O)C3CCCCC3)ccc2O[C@H]1CN(C)Cc1ccccc1	5.2	2
CO[C@@H]1CN(C)C(=O)c2ccc(NC(=O)Nc3cc(F)ccc3F)cc2OC[C@H](C)NC[C@@H]1C	0.0	-1
Cc1ccc([N+](=O)[O-])cc1NC(=O)C1CCCN(S(=O)(=O)c2ccc(F)cc2)C1 (stereo not given)	0.0	2
CO[C@@H]1CN(C)C(=O)c2cc(NC(=O)c3cccc(F)c3)ccc2OC[C@H](C)N(CC2CC2)C[C@@H]1C	-0.2	5
Cc1nn(Cc2ccc(F)cc2)c(C)c1NC(=O)c1cc(-c2cccnc2)nc2c(Cl)cccc12	-0.2	-25
[N-]=[N+]=NCc1ccccc1C[C@@]1(C(N)=O)N=C(c2ccc(OCCCO)cc2)O[C@@H]1c1ccccc1	.	-4
Cc1noc(C)c1S(=O)(=O)N(C)C[C@H]1OCCCC[C@@H](C)Oc2ccc(NC(=O)CCC(F)(F)F)cc2C(=O)N([C@H](C)CO)C[C@@H]1C	2.0	.
C[C@H]1CN([C@@H](C)CO)C(=O)c2cc(NS(C)(=O)=O)ccc2O[C@H]1CN(C)Cc1ccc(C(=O)O)cc1	1.8	.
COc1ccc(CN(C)C[C@@H]2Oc3ccc(NC(=O)Nc4cccc5ccccc45)cc3CC(=O)N([C@H](C)CO)C[C@H]2C)cc1	-0.8	-9
CCS(=O)(=O)Nc1ccc2c(c1)C(=O)N(C)C[C@H](OC)[C@H](C)CN(CC1CCCC1)[C@@H](C)CO2	.	4
CCC(=O)N(C)C[C@@H]1Oc2ncc(-c3ccc(F)cc3)cc2C(=O)N([C@@H](C)CO)C[C@H]1C	0.4	-4
O=[N+]([O-])c1ccc(NCCNCCO)cc1	-0.1	7
C[C@@H]1CN([C@H](C)CO)C(=O)c2cccc(NC(=O)c3ccncc3)c2O[C@@H]1CN(C)CC1CC1	0.7	6
COc1cc(O)cc2c1C(=O)OC(C)C2 (stereo not given)	-0.2	12
C[C@H](CO)N1C[C@H](C)[C@H](CN(C)C(=O)Nc2ccc(F)cc2)Oc2ncc(Br)cc2C1=O	34*!	-9
O=C(CSc1ncn(-c2ccccc2)n1)Nc1ccccc1Br	-0.3	18
C[C@@H]1CN([C@H](C)CO)C(=O)c2cc(NS(C)(=O)=O)ccc2O[C@@H]1CN(C)Cc1ccc(Cl)c(Cl)c1	-0.3	-5
CCCN(C)C[C@H]1OCCCC[C@H](C)Oc2ccc(NC(=O)Nc3ccc(C(F)(F)F)cc3)cc2C(=O)N([C@@H](C)CO)C[C@H]1C	-0.2	.
C[C@@H]1CN([C@H](C)CO)C(=O)c2cc(C#CC3(O)CCCC3)cnc2O[C@@H]1CN(C)S(=O)(=O)c1cccc(F)c1	.	5
O=C(NO)c1ccc(C(=O)N/N=C/c2cc(Cl)cc(Cl)c2O)cc1	0.7	3
COCc1cn(CC[C@H]2CC[C@@H](NC(=O)Nc3ccc(C(F)(F)F)cc3)[C@@H](CO)O2)nn1	0.2	10
CN(CCc1ccccn1)Cc1cccc([N+](=O)[O-])c1	1.4	11
Cc1cc(=O)[nH]c(SCCCOc2ccc([N+](=O)[O-])cc2)n1	-0.4	-3
COc1ccc(NC(=O)N(C)C[C@H]2Oc3ccc(NC(=O)C4CC4)cc3C(=O)N([C@H](C)CO)C[C@@H]2C)cc1	-1.5	2
Cc1noc(C)c1NC(=O)Nc1ccc2c(c1)C(=O)N([C@@H](C)CO)C[C@@H](C)[C@@H](CN(C)C(=O)NC(C)C)OCCCC[C@@H](C)O2	0.5	.
COc1ccccc1S(=O)(=O)N(C)C[C@@H]1Oc2ncc(-c3ccc(C)cc3)cc2C(=O)N([C@H](C)CO)C[C@H]1C	-27	0
C[C@@H]1CN([C@H](C)CO)C(=O)c2cccc(NC(=O)CCCCCC(=O)Nc3ccccc3N)c2O[C@@H]1CN(C)Cc1ccccc1	.	6
CCC(=O)Nc1ccc2c(c1)C(=O)N(C)C[C@H](OC)[C@H](C)CN(C(=O)c1ccccn1)[C@H](C)CO2	0.3	1
N#C[C@H]1[C@@H](c2ccc(C3=CCCC3)cc2)[C@@H](CO)N1C(=O)C1CCOCC1	0.2	.
C[C@@H]1CN([C@@H](C)CO)C(=O)Cc2cc(NC(=O)C3CCCCC3)ccc2O[C@H]1CN(C)Cc1ccccc1	1.3	-10
Cc1noc(C)c1NC(=O)N(C)C[C@@H]1Oc2c(NS(C)(=O)=O)cccc2C(=O)N([C@@H](C)CO)C[C@H]1C	1.9	.
CN1CCN(C(=O)C[C@@H]2C[C@H]3c4cc(NC(=O)C5CCC5)ccc4O[C@H]3[C@H](CO)O2)CC1	-0.1	5

# 4 records picked at random from the list so far, as already listed:
smiles	IDH1 R132H inh	PRC2 inh
C[C@H]1CN([C@@H](C)CO)C(=O)c2cc(NS(C)(=O)=O)ccc2O[C@H]1CN(C)Cc1ccc(C(=O)O)cc1	1.8	.
C[C@H]1CN([C@@H](C)CO)C(=O)c2cc(C#CCN(C)C)cnc2O[C@H]1CN(C)Cc1ccccc1F	0.4	.
CCCN(C)C[C@H]1OCCCC[C@H](C)Oc2ccc(NC(=O)Nc3ccc(C(F)(F)F)cc3)cc2C(=O)N([C@@H](C)CO)C[C@H]1C	-0.2	.
C[C@@H]1CN([C@H](C)CO)C(=O)c2cc(C#CC3(O)CCCC3)cnc2O[C@@H]1CN(C)S(=O)(=O)c1cccc(F)c1	.	5

# (continued)
smiles	IDH1 R132H inh	PRC2 inh
Cc1ccccc1NS(=O)(=O)c1ccc(Cl)c(C(=O)Nc2ccccc2C(=O)O)c1	1.4	5
CCC(=O)N(C)C[C@@H]1Oc2cc(C#C[C@H](C)O)ccc2S(=O)(=O)N([C@H](C)CO)C[C@@H]1C	-0.1	.
C[C@@H]1CN([C@H](C)CO)C(=O)c2cc(N(C)C)ccc2O[C@H]1CN(C)Cc1ccc(-c2ccccc2)cc1	0.3	.
C[C@@H]1CN([C@H](C)CO)C(=O)c2cccc(NC(=O)Nc3ccc(C(F)(F)F)cc3)c2O[C@H]1CN(C)S(=O)(=O)c1ccc(Cl)cc1	0.1	.
COc1cccc(S(=O)(=O)Nc2ccc3c(c2)OC[C@H](C)N(C(=O)Cc2cccnc2)C[C@@H](C)[C@@H](OC)CN(C)C3=O)c1	.	-5
Cc1noc(C)c1S(=O)(=O)Nc1ccc2c(c1)CC(=O)N([C@H](C)CO)C[C@H](C)[C@H](CN(C)C(=O)Nc1ccc(C(F)(F)F)cc1)O2	-0.6	.
CC(=O)N(C)C[C@H]1Oc2ncc(C#Cc3ccccn3)cc2C(=O)N([C@@H](C)CO)C[C@@H]1C	-1.0	-6
Cc1ccc(S(=O)(=O)Nc2ccc3c(c2)C(=O)N([C@@H](C)CO)C[C@@H](C)[C@@H](CN(C)Cc2ccccc2)O3)cc1	0.7	2
COCC(=O)N(C)C[C@H]1Oc2cc(-c3cccnc3)ccc2S(=O)(=O)N([C@@H](C)CO)C[C@@H]1C	1.1	0
C[C@@H]1CN([C@H](C)CO)C(=O)c2cc(-c3cccc(C#N)c3)cnc2O[C@@H]1CN(C)C(=O)C1CC1	.	-6
C[C@@H]1CN([C@@H](C)CO)C(=O)c2cc(-c3cccnc3)cnc2O[C@H]1CN(C)S(C)(=O)=O	-1.6	5
CC(C)C#Cc1cnc2c(c1)C(=O)N([C@H](C)CO)C[C@@H](C)[C@H](CN(C)C(=O)Nc1ccccc1)O2	0.1	18
O=C(NCc1ccccc1)C1=C[C@H](c2csc3ccccc23)C[C@H](OCCCCO)O1	.	9
C=CCNC(=O)[C@H]1[C@@H]2C(=O)O[C@@H](c3ccccc3)[C@@H](c3ccccc3)N2[C@@H](c2ccc(O)cc2)[C@]12C(=O)Nc1ccc(C#CC3(O)CCCCCC3)cc12	.	-34
O=C(COc1ccccc1[N+](=O)[O-])Nc1cc(-c2nc3ccccc3s2)c(Cl)cc1Cl	-0.3	-13
CO[C@@H]1CN(C)C(=O)c2cc(NC(=O)NC(C)C)ccc2OC[C@@H](C)N(Cc2cncnc2)C[C@H]1C	.	15
COc1ccccc1S(=O)(=O)N[C@@H]1CC[C@@H](CCn2cc(C3CC3)nn2)O[C@@H]1CO	0.0	-7
C[C@@H]1CN([C@@H](C)CO)C(=O)c2c(c3ccccc3n2C)-c2ccccc2CO[C@@H]1CN(C)C(=O)N[C@H](C)c1ccccc1	-0.2	-15
C=CCN(Cc1ccccc1)C(=O)[C@@H]1N(C(C)(C)C)C(=O)[C@H]2[C@H](C(=O)O)[C@@H]3C=C[C@]12O3	.	-14
CO[C@@H]1CN(C)C(=O)c2cc(NS(=O)(=O)c3cccc(Cl)c3)ccc2OC[C@@H](C)NC[C@@H]1C	-0.3	3
C[C@@H]1CN([C@H](C)CO)C(=O)c2cc(C#Cc3ccccn3)cnc2O[C@@H]1CN(C)C(=O)CCN1CCCCC1	0.6	3

# High-throughput results: PubChem BioAssay, Broad Institute
